# Assay outcomes as filed in PubChem BioAssay.
# Rv3671c protease: inhibitors of M. tuberculosis serine protease Rv3671c. P9WHR9. inhibition, % at 5.96 µM. 320,000 tested, 0.048% active. AID 2606; in the data active = inhibition above about 38%;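 note: extracellular domain of Rv3671c used as enzyme; 0% = enzyme with DMSO and 100% = no enzyme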
# Target sequence (P9WHR9 whole entry, looked up, the tested form may be a part): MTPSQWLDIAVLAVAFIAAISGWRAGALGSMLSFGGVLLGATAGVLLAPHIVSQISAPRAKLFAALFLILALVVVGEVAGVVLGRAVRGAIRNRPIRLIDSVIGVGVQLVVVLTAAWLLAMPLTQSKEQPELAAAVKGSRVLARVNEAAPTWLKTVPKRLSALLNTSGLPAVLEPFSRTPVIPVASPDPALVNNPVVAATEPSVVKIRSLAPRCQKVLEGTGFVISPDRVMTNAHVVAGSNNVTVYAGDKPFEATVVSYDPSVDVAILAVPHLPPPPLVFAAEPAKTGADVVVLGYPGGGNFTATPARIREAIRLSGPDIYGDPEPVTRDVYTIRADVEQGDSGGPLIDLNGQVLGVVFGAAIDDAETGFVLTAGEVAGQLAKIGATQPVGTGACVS
# BoNT-F LC inh: inhibitors of Botulinum neurotoxin F light chain protease; Multiplex microsphere protease cleavage assay, flow cytometry; inhibition, % at 10 µM; 360,000 tested, 0.22% active; AID 588497; in the data active = inhibition above about 35%, passing the limit was not always enough; inconclusive = no clear call, values can overlap the other calls; note: plate controls were buffer without enzyme for full effect and enzyme alone for no effect
# VHR inh abs: DUSP3 (human) phosphatase inhibition; P51452; recombinant VHR phosphatase, pNPP absorbance; inhibition, % at 13.3 µM; 290,000 tested, 0.52% active; AID 1654; in the data active = inhibition above about 50%; note: some compounds called inactive have numbers as strong as hits
# Target sequence (P51452 whole entry, looked up): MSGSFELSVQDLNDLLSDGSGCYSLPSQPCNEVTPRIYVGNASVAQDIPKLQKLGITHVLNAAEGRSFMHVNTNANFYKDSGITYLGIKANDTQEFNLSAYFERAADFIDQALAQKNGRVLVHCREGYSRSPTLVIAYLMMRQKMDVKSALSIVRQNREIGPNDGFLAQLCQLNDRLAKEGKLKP
# Anthrax LF prot: blocks Bacillus anthracis lethal factor protease. AID 588501. multiplex microsphere protease cleavage assay, LF. P15917. 360,000 tested, 0.12% active. inhibition, % at 10 µM; note: plate controls were buffer without enzyme for full effect and enzyme alone for no effect
# PrPC surface inh: reduces human prion protein on the cell surface; inhibition, % at 13.8 µM; cell surface PrPC, TR-FRET read-out; P04156; 370,000 tested, 0.43% active; in the data active = inhibition above about 24%; note: 0% = median of the test wells and 100% = reference compound wells
# 3CLpro inhibitor: SARS-CoV 3CLpro protease inhibition; inhibition, % at 6 µM; recombinant SARS-CoV 3CLpro, quenched FRET peptide cleavage; 290,000 tested, 0.14% active; AID 1706; P0C6X7; in the data active = inhibition above about 12%
# PriA SSB inh: inhibitors of Klebsiella pneumoniae PriA binding to SSB C-terminal tail; 430,000 tested, 0.6% active; AID 1272365; inhibition, % at 33 µM; AlphaScreen SSBct-PriA binding, biotinylated peptide; in the data active = inhibition mostly above about 37%, no sharp cut-off; inactive = mostly below about 20%;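 note: plate controls were negative control peptide for no effect and reference peptide for full effect; strong numbers were not always called active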
# CCHF vOTU inh: blocks the CCHF virus ovarian tumor domain protease; inhibition, % at 11.5 µM; CCHFV vOTU protease, Pep-AMC fluorescence; 370,000 tested, 0.55% active; in the data active = inhibition above about 30%; note: 0% = vehicle wells with enzyme and 100% = no enzyme wells
# BoNT-A LC inh2: inhibitors of Botulinum neurotoxin A light chain protease; multiplex microsphere protease substrate cleavage, flow cytometry; inhibition, % at 10 µM; 360,000 tested, 0.17% active; note: plate controls were buffer without enzyme for full effect and enzyme alone for no effect
# MazEF act: activators of E. coli MazEF toxin-antitoxin RNase. 350,000 tested, 0.32% active. P0AE70. activation, % at 20 µM. FAM/BHQ RNA-DNA oligo cleavage fluorescence, 5 h; in the data active = activation above about 50%
# Target sequence (P0AE70 whole entry, looked up): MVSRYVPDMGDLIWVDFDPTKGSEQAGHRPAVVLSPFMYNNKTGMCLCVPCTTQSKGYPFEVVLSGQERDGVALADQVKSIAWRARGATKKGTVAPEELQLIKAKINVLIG
# An asterisk follows results filed as active; ? = inconclusive; / = not tested or not shown; & = joins results of further samples. Cut-off read from the data, not from the text of the source, unless noted: active = inhibition above about 30%; inconclusive = no clear call, values can overlap the other calls; inactive = below that.
structure	3CLpro inhibitor	VHR inh abs	MazEF act	BoNT-F LC inh	CCHF vOTU inh	PrPC surface inh	BoNT-A LC inh2	Anthrax LF prot	PriA SSB inh	Rv3671c protease
CCOC(=O)c1cccc(NC(=O)c2ccc(N(C)C)cc2)c1	4	-6	-2	3	17	16	-0.5	0	-10	-8
Cc1cccc(C)c1NC(=O)c1cc2c(=O)c3ccccc3oc2nc1C(F)(F)F	0	7	13	-10	-1	-1	-3.7	1	-10	0
CCC(NS(=O)(=O)c1ccc2c(c1)NC(=O)C(C)C(=O)N2)c1cccs1 (centres undefined)	-3	9	-4	-5	-1	-3	-1.3	-12	-3	-1
O=C(O)c1cc2cc(OCc3ccccc3)ccc2[nH]1	8	16	-8	4	8	15	-0.2	2	-2	11
COc1cc(/C=C/C(=O)Nc2ccc(S(=O)(=O)Nc3ncccn3)cc2)ccc1OCC#N	/	/	-7	-9	2	-11	-1.7	-11	-7	/
COCc1nnc(SCC(=O)Nc2cccc(Cl)c2C)n1-c1ccccc1	-2	14	-6	-6	-1	0	-0.5	-4	-8	0
Cc1nn(CC(=O)O)c(C)c1C	-1	-4	-3	3	-7	-1	1.5	-3	-5	7
O=C(Nc1ccc(O)cc1)C1CC=CCC1 (centres undefined)	-3	10	8	-14	9	-8	?	-4	13	12
CCOC(=O)c1sc(NC(=O)c2ccc(OC)cc2)nc1C	-2	4	-11	-1	2	0	-0.2	1	0	-5
Cc1onc(-c2c(Cl)cccc2Cl)c1C(=O)NCCCN1CCOCC1	-8	-6	2	14	2	-4	1.3	-2	-8	1
Cc1ccc(C(=O)Nc2ccc(S(=O)(=O)N3CCc4ccccc43)cc2)o1	3	0	1	-3	0	4	?	-7	-3	-41
COc1ccc(CNCCC2(Cc3ccccc3)CC(C)N(C)CC2C)cc1OC (centres undefined)	0	-4	11	-10	-2	-13	-1.4	0	-8	2
COc1ccc(S(=O)(=O)NCC2(N3CCOCC3)CCCCC2)cc1OC	/	/	-2	2	-4	-1	2.1	0	0	/
C=CCSc1nnc(-c2cc3c(-c4ccccc4)nn(C)c3s2)n1C	-4	8	-2	6	11	-6	1.0	1	-12	-7
CCn1cc([N+](=O)[O-])c(C(=O)Nc2ccc3c(c2)OCCO3)n1	-1	6	-4	-10	11	-11	0.6	-4	-2	7
O=C(NCCc1ccccc1)C(=O)NCC1OCCN1S(=O)(=O)c1ccc2c(c1)OCCO2 (centres undefined)	15*	-7	4	4	-2	-2	3.0	-5	-4	-11
Cc1cc(/C=C2\C(=O)NC(=O)N(c3ccc(Br)cc3)C2=O)c(C)n1-c1cc(C(=O)O)cc(C(=O)O)c1	-3	31	-62	5	12	2	-2.8	5	-13	-8
CC(=O)Nc1ccc(S(=O)(=O)N2CCN(C(=O)c3ncoc3-c3ccc(F)cc3)CC2)cc1	2	14	5	3	-2	6	1.6	0	8	-9
O=C1CC=C2C3CC4N(CCC45c4cc(O)c(O)cc4N1C25)CC3=CCBr (centres undefined)	/	/	11	-50	20	18	-0.7	-20	22	/
CC(CC(=O)Nc1ccc(-c2ccno2)cc1)n1cccn1 (centres undefined)	-3	7	3	6	7	-2	1.0	2	2	-7
Nc1nc2c(nc(SCc3ccccc3Br)n2[C@@H]2O[C@H](CO)[C@@H](O)[C@H]2O)c(=O)[nH]1	-4	7	8	-32	4	0	2.1	-2	-8	/
O=C(CCN1C(=O)C2CCCCC2C1=O)N1CCN(S(=O)(=O)c2cccc(F)c2)CC1 (centres undefined)	/	/	5	-1	-6	0	-1.6	-1	-8	-1
COC(=O)C1=C(C)N(Cc2ccccc2)C(=S)N[C@H]1c1cccc(C(F)(F)F)c1	/	/	5	0	17	15	0.0	8	5	-10
C=CCn1nc(-c2ccccc2)c2c(C)onc2c1=O	1	14	4	-1	0	4	0.2	0	-12	0
CC1CCN(c2nc3c(c(=O)n(C)c(=O)n3C)n2Cc2ccccc2)CC1	-2	1	-2	-10	1	5	0.1	-2	7	7
CC1(C)CC(=O)C=C(C(=O)N2CCCC(C(=O)c3cccc(Cl)c3)C2)O1 (centres undefined)	1	34	-9	-3	-1	0	-0.1	-4	-14	2
CC(C)[n+]1ccn(C2=C([O-])c3ccccc3C(=O)/C2=N\S(=O)(=O)c2ccccc2)c1	3	13	-8	/	33*	-63	/	/	/	-44
C/C(=N\NC(=O)c1cccnc1)c1ccccc1	-3	59*	4	-9	-3	-2	-1.2	7	/	-3
O=C(c1ccccc1F)N1CCCc2ccccc21	-5	13	2	34	-4	4	0.1	-4	-7	0
CN1CCN(c2nc3c(c(=O)[nH]c(=O)n3C)n2CCSc2nc3ccccc3s2)CC1	-2	14	9	-5	0	-4	-0.1	-5	-1	0
S=C(NCCN1CCCCC1)Nc1ccc(Br)cc1	-3	-4	2	4	2	8	-1.1	2	-4	0
CCNc1nc(NCC)nc(N(C)/N=C/c2ccco2)n1	4	-2	5	-12	-2	-2	-4.3	7	/	3
CC1CCN(Cc2c(C(=O)O)nnn2-c2nonc2N)CC1	0	31	1	-7	13	3	-1.0	-10	-5	-5
O=C(Nc1ccccc1)c1ccsc1	-2	-2	5	1	-18	1	-0.6	0	5	-7
CCCSc1ccc([C@@H]2[C@H]3C(=O)N(CC)C(=O)[C@H]3[C@]3(C(=O)OC)CCCCN23)cc1	/	/	-76	22	17	-3	-6.8	1	0	6
O=C(NNC(=S)Nc1ccc(Cl)c(Cl)c1)c1cccc([N+](=O)[O-])c1	1	-5	2	?	15	-2	-8.3	7	19	7
COc1ccc(C2C=C(c3ccc(Br)cc3)Nc3nc(N4C(=O)CCC4=O)nn32)cc1 (centres undefined)	2	15	5	2	-12	-1	0.6	-3	1	-3
COCCNC(=O)C(C)N(c1ccc(Oc2ccccc2)cc1)S(C)(=O)=O (centres undefined)	5	2	1	-6	-10	1	0.1	2	2	4
COc1ccc(OC)c(C2=NO[C@@H]3C(=O)N(c4cc(Cl)ccc4OC)C(=O)[C@H]23)c1	2	18	4	5	-6	-3	0.0	3	-9	-4
O=C(Nc1nnc(C2CC2)s1)C1Cc2ccccc2CN1S(=O)(=O)c1cccs1 (centres undefined)	8	-1	-1	-11	8	-2	0.3	4	14	-15
Cc1nn(-c2ccc(F)cc2)c(Cl)c1/C=C/C(=O)OCC(=O)Nc1c(F)c(F)c(F)c(F)c1F	-5	-8	-28	-4	0	-4	0.3	0	-19	-10
O=C(CCNS(=O)(=O)c1ccc(Br)cc1)NC1CCN(Cc2ccccc2)CC1	5	18	10	1	-6	-6	0.2	1	6	1
Cc1ccccc1S(=O)(=O)c1cc2ccccc2nc1N	7	29	9	4	-60	4	1.8	-3	-4	-6
CCCC(=O)Nc1ccc(NC(=O)C2CC2)cn1	-4	17	2	-29	2	1	0.3	0	-13	2
CCOc1ccc2nc(SCCNS(=O)(=O)c3ccccc3)sc2c1	2	-44	2	-19	0	7	-0.2	-2	0	-45
CC1=C(C(=O)N(C)C)CC(CC(=O)NCCCN(C)C)C(=O)N1Cc1ccccc1 (centres undefined)	/	/	3	-3	0	-2	-0.3	-2	/	/
CCOC(=O)C1=C(C)N(C)C(C)=C(C(=O)OCC)C1c1cccnc1	1	-1	0	19	8	-4	2.9	0	-7	-5
OCCN1CCN(c2cc(-c3ccc4ccccc4c3)nc3ccnn23)CC1	/	/	/	-100	12	-9	0.5	-63	/	/
N#CC(c1ccc(Cl)cc1)c1ccc(Cl)nn1 (centres undefined)	-1	27	1	4	24	3	-0.3	-1	-1	1
COc1ccc(S(=O)(=O)N(C)C)cc1NC(=O)Cc1c[nH]c2ccccc12	3	20	-1	6	17	-4	-0.7	3	-7	7

# (continued)
structure	3CLpro inhibitor	VHR inh abs	MazEF act	BoNT-F LC inh	CCHF vOTU inh	PrPC surface inh	BoNT-A LC inh2	Anthrax LF prot	PriA SSB inh	Rv3671c protease
Cc1ccc(N)c(N)c1	/	/	3	-8	-4	-5	-0.1	-3	9	-16
O=C(CCS(=O)(=O)c1ccc(Br)cc1)NCCC1=CCCCC1	-2	25	10	4	9	-1	0.6	0	-5	-4
CC1CCCN(c2ccc(C(=O)Nc3cccnc3)cc2[N+](=O)[O-])C1 (centres undefined)	5	52*	10	-2	-7	0	-0.4	-6	22	-7
Cc1sc(NC(=O)CCS(=O)(=O)c2ccccc2)c(C#N)c1C	/	/	-1	-2	-9	-2	0.4	-2	4	7
CCOC(=O)C(=O)c1csc(NC(=O)CCSc2ccc(C)cc2)n1	2	11	40	0	-4	-5	-0.1	6	0	2
COCCNC(=S)NN=C1CCC(c2ccccc2)CC1 (centres undefined)	3	7	-1	-2	-9	7	-1.1	-2	7	-6
O=c1c2ccccc2c2ccccc2c(=O)n1CC1CCCO1 (centres undefined)	-9	20	-2	-1	6	-9	-0.4	7	-11&-9	1
O=C(Cn1c(=O)oc2ccccc21)Nc1ccc2c(c1)OCCO2	-3	-1	4	22	3	7	3.0	7	7	1
O=C(OCC(=O)c1ccc[nH]1)c1ccccc1	6	0	-3	2	16	-3	-1.0	-4	-13	-10
CCCN1CCO[C@@H]2c3cc(O)ccc3OC[C@H]21	/	/	4	-17	1	8	-1.3	-3	-4	5

# Next section, overlapping the part above by three compounds.
structure	3CLpro inhibitor	VHR inh abs	MazEF act	BoNT-F LC inh	CCHF vOTU inh	PrPC surface inh	BoNT-A LC inh2	Anthrax LF prot	PriA SSB inh	Rv3671c protease
O=C(Cn1c(=O)oc2ccccc21)Nc1ccc2c(c1)OCCO2	-3	-1	4	22	3	7	3.0	7	7	1
O=C(OCC(=O)c1ccc[nH]1)c1ccccc1	6	0	-3	2	16	-3	-1.0	-4	-13	-10
CCCN1CCO[C@@H]2c3cc(O)ccc3OC[C@H]21	/	/	4	-17	1	8	-1.3	-3	-4	5
Cc1cccc(N2CCN(C(=O)CN3C(=O)NC(C)(C4CC4)C3=O)CC2)c1C (centres undefined)	/	/	5	?	-7	2	?	4	-20	/
COc1cccc(CNC(=O)c2ccc(CS(=O)(=O)Cc3ccc(C)cc3)o2)c1	-3	12	5	-6	5	4	0.1	3	-17	8
O=C(Cc1ccccc1F)Nc1cccc(S(=O)(=O)N2CCCCC2)c1	/	/	8	-5	-4	7	0.2	-4	/	/
O=C(Oc1cccc2c(O)cccc12)c1ccco1	/	/	1	-18	23	9	-1.4	-5	-3	/
O=C(Cc1ccc(NC(=O)C2CCCN(C(=O)C3CCCC3)C2)cc1)Nc1cccc(C(=O)N2CCCCC2)c1 (centres undefined)	/	/	4	3	-5	2	-0.1	6	8	/
O=C(CCn1cnc2ncccc2c1=O)N1CCN(c2cccc(Cl)c2)CC1	0	36	1	2	-1	3	0.8	0	-4	0
O=C(NCc1ccc(F)cc1)C(c1ccccc1)c1ccccc1	-7	4	6	/	8	8	/	/	-2	-7
CCc1ccc(/C(C)=N/NC(=O)CNC(=O)/C=C/c2ccccc2OC)cc1	-3	-1	7	1	-2	-2	3.3	-8	/	-12
CN(c1ccccc1)S(=O)(=O)c1cccc(NC(=O)COC(=O)C2CCCCC2)c1	4	-18	0	-5	-2	8	0.0	0	-9	-14
COc1ccc(CNC(=O)CN2C(=O)NC(c3ccccc3)(c3ccccc3)C2=O)cc1OC	/	/	7	-16	7	-1	-8.5	-6	-6	/
Cc1ccc(C)c(CSc2nnc([C@@H]3CCCN3)o2)c1	-1	18	3	-8	-9	1	0.7	-6	-1	7
CCOCCn1c(CN(Cc2ccccc2)Cc2ccccc2)nc2c1c(=O)n(C)c(=O)n2C	-2	32	14	3	0	11	-0.6	-3	-4	2

# An excerpt. The share of hits here may be higher or lower than overall.
